ARFGAP1 inhibitor: inhibitors of rat ARFGAP1 GAP activity, primary screen, biochemical, fluorescence polarization, GDP tracer; Arfgap1-stimulated ARF1 GTP hydrolysis, GDP FP detection; 360,000 tested, 0.26% active; inhibition, % at 16.5 µM; AID 651572, 2012; ADP-ribosylation factor GTPase-activating protein 1 (Rattus norvegicus), Q62848;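 active = inhibition above a per-plate limit, mean inhibition of low control wells plus 3 SD, cut at about 25% in these data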;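 also: 0% = DMSO wells with enzyme and 100% = wells lacking Arfgap1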
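Assay system: purified rat His6-Arfgap1 residues 1-136 (GAP domain); Reagent: human Δ17 ARF1 bound to GTP; Dosing: 16.5 µM single point, 1.26% DMSO; Times: GTP hydrolysis reaction 2 h at 25 °C; Signal: FP, GDP Alexa 633 tracer displaced from anti-GDP antibody, 620/688 nm; Measure: % inhibition from polarization.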
mABHD4 FP: ABHD4 inhibitors, primary screen, biochemical, fluorescence polarization, mouse; (Lyso)-N-acylphosphatidylethanolamine lipase (Mus musculus), Q8VD66; purified mABHD4, FP-Rh probe fluorescence polarization; inhibition, % at 8.92 µM; 370,000 tested, 0.54% active; AID 720543, 2013;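 active = inhibition exceeding the mean over every tested compound plus 3 SD, cut at about 30% in these data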;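 also: 0% = plate median of compound wells and 100% = S159A mutant with DMSO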
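Assay system: mABHD4 protein; medium: HEPES pH 7.0, NaCl, Pluronic buffer; dosing: 8.92 µM, single dose; schedule: 45 min + 60 min at 25 °C; signal: FP readout, ex 525 nm / em 598 nm; read-out: normalized percent inhibition of probe labeling; repeats: single replicate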
SMARCA2 activ: SMARCA2 (BRM) function activators, primary screen, cell-based, luminescence, high throughput; 370,000 tested, 1% active; activation, % at 9.1 µM; MG213 cells, MMTV-luciferase reporter, dexamethasone, overnight; in the data active = activation above about 7.8%;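 also: 0% = vehicle wells and 100% = reference activator wells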
NR1D1 modulator: modulators of Rev-erb alpha DNA binding, primary screen, biochemical, FITC-DNA, fluorescence polarization, uHTS | Nuclear receptor subfamily 1 group D member 1 (Homo sapiens), P20393 | Rev-erbα–FITC-DNA binding, 90 min | activity, % at 10 µM | 370,000 tested, 0.79% active | AID 1259318, 2017;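 active = activity above about 14%, limit read from the data; passing the limit was not always enough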;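 also: 0% = DMSO wells with 35 nM protein and 100% = DMSO wells with 750 nM protein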
GC-A act: GC-A stimulated cGMP production enhancers – HEK293 GC-A cells, cGMP TR-FRET, EC30 ANP, primary screen; activation, % at 10 µM; AID 1671463, 2021; 0% at EC30 ANP, 100% saturating ANP; 370,000 tested, 0.14% active; Atrial natriuretic peptide receptor 1 (Homo sapiens), P16066; in the data active = activation above about 40%
Target sequence (P16066 whole entry, looked up): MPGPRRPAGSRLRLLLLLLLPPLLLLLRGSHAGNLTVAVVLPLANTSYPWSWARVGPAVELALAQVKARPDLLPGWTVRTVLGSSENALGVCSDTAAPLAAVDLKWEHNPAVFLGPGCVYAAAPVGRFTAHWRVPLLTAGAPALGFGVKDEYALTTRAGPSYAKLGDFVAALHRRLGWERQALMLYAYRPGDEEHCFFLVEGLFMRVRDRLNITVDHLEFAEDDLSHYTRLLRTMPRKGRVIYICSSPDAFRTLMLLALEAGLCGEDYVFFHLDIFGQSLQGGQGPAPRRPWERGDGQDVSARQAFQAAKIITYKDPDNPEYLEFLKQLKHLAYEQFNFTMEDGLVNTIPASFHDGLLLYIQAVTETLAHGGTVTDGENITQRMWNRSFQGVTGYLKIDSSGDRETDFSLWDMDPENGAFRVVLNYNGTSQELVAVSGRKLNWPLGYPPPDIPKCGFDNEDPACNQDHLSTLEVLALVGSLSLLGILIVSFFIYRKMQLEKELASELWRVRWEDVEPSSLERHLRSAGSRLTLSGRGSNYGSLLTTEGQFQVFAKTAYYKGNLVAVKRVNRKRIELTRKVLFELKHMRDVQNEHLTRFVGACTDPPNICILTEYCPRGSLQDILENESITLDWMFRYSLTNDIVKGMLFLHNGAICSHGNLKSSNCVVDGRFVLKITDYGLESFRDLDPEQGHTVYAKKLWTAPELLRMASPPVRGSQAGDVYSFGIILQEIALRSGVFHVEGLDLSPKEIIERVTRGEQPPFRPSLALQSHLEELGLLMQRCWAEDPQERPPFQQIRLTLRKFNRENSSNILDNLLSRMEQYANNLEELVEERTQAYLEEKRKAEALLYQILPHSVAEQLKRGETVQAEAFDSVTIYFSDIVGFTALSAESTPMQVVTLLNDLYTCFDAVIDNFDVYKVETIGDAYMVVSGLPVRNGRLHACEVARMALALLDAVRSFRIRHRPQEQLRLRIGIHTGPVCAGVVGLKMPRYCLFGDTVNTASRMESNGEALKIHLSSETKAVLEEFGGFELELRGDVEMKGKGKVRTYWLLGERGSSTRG
GC-B act: human GC-B receptor activators, primary screen, HEK293 GC-B cells, cGMP TR-FRET, EC30 CNP. Atrial natriuretic peptide receptor 2 (Homo sapiens), P20594. 0% at EC30 CNP, 100% saturating CNP. activation, % at 10 µM. 370,000 tested, 0.11% active;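 active = activation at 10 µM reaching about 35% in either raw or pattern-adjusted values, limit read from the data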
ASAP1 GAP inh: inhibitors of human ASAP1 ArfGAP activity, primary screen, biochemical, fluorescence polarization | Arf-GAP with SH3 domain, ANK repeat and PH domain-containing protein 1 (Homo sapiens), … | ASAP1-stimulated ARF1 GTP hydrolysis, GDP FP detection | inhibition, % at 16.5 µM | 360,000 tested, 0.19% active | AID 624377, 2012; in the data active = inhibition above about 25%;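 also: 0% = vehicle with enzyme and substrate and 100% = no enzyme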
PG9 binder: binders of HIV-1 gp120 antibody PG9, primary screen, biochemical, TR-FRET; HIV-1 gp120 / PG9 antibody interaction; inhibition, % at 6.7 µM; 360,000 tested, 0.43% active; AID 624416, 2012; TR-FRET gp120-PG9 antibody binding; in the data active = inhibition above about 8.5%
HTRA1 inhibitor: HTRA1 serine protease inhibitors, primary screen, biochemical, fluorescence polarization, HTS | inhibition, % at 5.96 µM | AID 504803, 2011 | 340,000 tested, 0.5% active | Q92743 | recombinant HTRA1, FP-rhodamine activity-based probe; in the data active = inhibition above about 36%;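 also: 0% = enzyme with DMSO and 100% = wells lacking enzyme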
rCAG RNA binder: binders of r(CAG) RNA repeats, primary screen, biochemical, fluorescence. r(CAG) RNA repeat, TO-PRO-1 dye displacement fluorescence. inhibition, % at 3 µM. 370,000 tested, 1.3% active;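 active = inhibition above the plate cutoff, the mean of all test compounds on that plate plus 3 SD, cut at about 35% in these data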;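 also: 0% = DMSO alone and 100% = 100 µM mitoxantrone as full dye displacement; higher means more dye released from RNA so lower well fluorescence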
Numbers without * were called inactive; x = no result given. The order is random, and some 4.4% of all compounds hit somewhere here.

SMILES	ARFGAP1 inhibitor	mABHD4 FP	SMARCA2 activ	NR1D1 modulator	GC-A act	GC-B act	ASAP1 GAP inh	PG9 binder	HTRA1 inhibitor	rCAG RNA binder
CCOC(=O)c1c(C)nn(Cc2cccc(Cl)c2)c1N	-9.2	-6.7	-0.2	0.2	-2.3	2.5	1.6	-0.6	-4.4	-5.4
Cc1cc(-c2nnc(SCC(=O)Nc3ccc(Cl)cn3)n2N)n[nH]1	5.3	-4.6	-2.1	1.9	-1.5	-9.3	-6.7	1.1	0.2	2.5
CC(=O)NNC(=O)c1sc(=S)n2c1[nH]c(=O)c1sccc12	-0.5	19.5	2.2	-2.8	2.0	1.7	-1.8	-3.6	11.9	18.4
Cc1ccc(NC(=O)CSCC(=O)N(C)Cc2ccc(Cl)c(Cl)c2)cc1	-2.3	-9.5	-4.3	-3.3	-2.3	-2.5	-8.0	0.7	-29.4	1.4
COC(=O)[C@@]12C[C@@H](CC(=O)NCc3cccs3)C(=O)N(CCc3ccc(OC)c(OC)c3)C1=CCC(C)(C)C2	2.2	-5.5	-2.8	10.2	0.0	-5.1	-11.9	-0.1	x	1.6
O=C(O)c1ccc(OC2CSC2)cc1	0.2	-8.0	0.8	0.5	4.2	4.5	5.7	1.3	3.4	3.8
O=C(CCCn1cc([N+](=O)[O-])cn1)Nc1ccc2c(c1)OCO2	9.3	-2.5	0.6	5.8	4.4	-0.1	-2.5	-0.1	3.3	0.9
COc1ccc(Cl)cc1NC(=O)c1oc(C)nc1C	3.7	-6.9	4.0	-7.1	-4.5	-3.6	-2.3	-3.9	4.0	10.4
COc1ccc(N(CC(=O)NCCSc2ccccc2)S(C)(=O)=O)cc1	-4.2	0.9	1.0	-1.0	-3.3	-5.5	-4.0	-1.4	-1.9	-6.5
CCOc1ccc(C(=O)Nn2cnnc2)cc1	12.4	-1.4	-1.6	-2.8	-1.6	-1.5	-1.9	-1.2	3.5	0.0
Cn1c(=O)c2c(SCC(=O)Nc3ccc4c(c3)OCCO4)nc(CC(C)(C)C)nc2n(C)c1=O	-2.3	4.7	-1.4	1.5	1.9	2.3	-0.9	-0.5	-8.4	3.2
CC(=O)c1sc(NC(=O)CCOc2ccccc2)nc1C	10.6	-4.7	0.3	0.2	3.1	0.4	0.8	2.3	-1.7	2.4
Cc1c(C(=O)OCC(=O)NCC2CCCO2)cccc1[N+](=O)[O-] (stereo unspecified)	-2.3	1.1	-2.4	8.1	-0.5	-1.1	-13.9	-0.7	0.1	-0.4
Cn1nc(C(=O)Nc2cc(Cl)ccc2N2CCCC2)c2ccccc2c1=O	3.2	0.2	1.7	2.7	-9.0	-1.5	0.6	-0.8	-7.5	-0.3
O=c1ccc(C(F)(F)F)cn1Cc1cc(=O)n2cc(Br)ccc2n1	2.9	1.7	-1.8	-11.8	-1.5	0.5	-5.6	0.7	10.4	3.9
COc1ccc2ccccc2c1/C=N/NC(=S)NCCN1CCOCC1	-6.4	1.3	-2.0	3.7	-3.3	4.8	-2.7	-4.0	-8.0	-2.7
CSc1cc(C)n(-c2ccccc2C)c(=S)c1C(C)=O	-4.3	-3.3	0.0	2.6	-1.9	1.4	6.9	-1.0	-7.8	1.1
COc1ccccc1[C@@H]1C(c2ccccc2)=NN(c2ccc(Br)cc2)[C@H]1C(=O)N1CCOC1=O	-1.9	48.7*	-1.3	5.8	-1.8	4.5	0.4	2.3	-14.5	12.2
Cc1ccc(C2=NOC(C)(c3sc(-c4ccc(Cl)cc4)nc3C)C2)cc1 (stereo unspecified)	0.6	-2.2	3.2	0.5	-3.5	-5.4	-2.1	1.6	-28.1	2.8
CSCCC(NC(=O)c1ccccc1Cl)C(=O)N1CCN(c2ccccn2)CC1 (stereo unspecified)	-5.4	3.9	-1.1	-1.3	4.6	1.2	0.1	1.1	-1.1	-5.7
CN1C[C@@H]2[C@@H]3C(=O)N(Cc4ccccc4)C(=O)[C@@H]3[C@](Cc3ccccc3)(C1=O)N2C(=O)c1ccc(Cl)c(Cl)c1	-11.1	2.5	0.7	1.1	-4.3	-12.5	10.2	0.0	-7.4	4.3
CN(C)CCN(C)C1CN(Cc2ccc(F)cc2)S(=O)(=O)C1 (stereo unspecified)	6.9	3.4	-3.4	1.0	-1.1	3.4	-0.3	0.9	x	1.3
Cc1nc2ccccc2c2c1C(=O)N(c1cccc(C(=O)O)c1)C2=O	6.8	-1.6	2.9	2.4	-1.0	-4.2	-0.4	-1.8	-1.1	-1.9
COc1ccc(NC(=O)c2cc(Cl)ccc2NC(=O)c2ccco2)c(OC)c1	6.0	-1.7	-5.0	-7.5	-2.4	-6.0	5.7	0.8	-15.7	-3.9
CCN(CC)S(=O)(=O)c1ccc(N=Cc2c(C)c(C#N)c(=O)n(C)c2O)cc1	-5.2	4.2	-1.9	5.2	-3.7	-8.3	-4.7	0.3	0.8	1.7
COC(=O)[C@@H](CC(C)C)N(Cc1ccccc1)S(=O)(=O)N(Cc1ccccc1)[C@@H](CC(C)C)C(=O)OC	3.6	1.4	-1.6	2.1	-5.3	-5.3	11.5	-0.9	-3.6	0.4
COC(=O)C1CN(C(=O)C(C)Oc2ccccc2F)c2ccccc2O1 (stereo unspecified)	0.2	-1.2	-2.6	8.9	1.5	3.2	15.9	-0.5	-3.5	-1.0
CC(C)C[C@H]1COc2cccc(F)c2S(=O)(=O)N1C	x	0.1	4.5	-0.3	2.9	-1.7	x	x	x	0.9
O=C(c1cccnc1)N1CCCc2ccccc21	-3.0	5.8	0.9	1.2	-0.1	-2.7	0.6	-0.2	2.7	1.1
Cc1c(C(=O)N2CCCC2(C)C(=O)NCC(C)C)oc2ccccc12 (stereo unspecified)	5.3	-2.4	-1.3	-7.1	-2.5	5.2	-11.1	-0.1	x	3.4
O=C(c1ccc(Cl)cc1)C(CN1CCCCC1)c1ccccc1 (stereo unspecified)	2.0	3.3	-8.1	-1.4	-61.2	-16.4	6.1	2.0	-8.1	-1.3
Cc1cccc(-n2c(O)c(C=Nc3ccc(O)cc3)c3ccccc3c2=O)n1	-0.5	7.0	-2.9	-2.3	-12.0	-3.6	8.7	-0.8	-1.0	-1.4
Cc1ccc(-c2cc(C(=O)N3CCN(c4ccccc4O)CC3)c3ccccc3n2)o1	4.7	3.7	5.1	1.8	-1.1	2.2	-7.9	-1.7	-19.8	2.0
COc1ccc(C)cc1S(=O)(=O)N(C)CC(=O)NCc1ccco1	5.9	1.7	-2.3	0.0	-0.5	1.7	-3.0	1.0	8.0	18.9
CCOCCCn1c(C)nc2c(c1=O)c1nc3ccccc3nc1n2CCC1=CCCCC1	8.2	3.3	-0.9	-3.5	35.6	3.3	5.5	-0.6	-10.4	1.2
Cc1c(C)n(C)c2ccc(C(=O)N3CCN(c4ccccn4)CC3)cc12	8.1	-32.3	-1.9	-4.7	-2.7	3.7	-4.3	1.2	-8.8	0.3
CCN(CC)C(=O)c1sc(NC(=S)N2CCN(C(=O)C3CCCO3)CC2)c(C(=O)OC)c1C (stereo unspecified)	11.2	9.2	-1.5	-5.2	-2.3	9.4	-21.7	-1.5	-3.6	-7.1
CCOC(=O)c1c(C)nc2ccc(Cl)cc2c1-c1ccccc1	-1.8	-6.2	-0.1	5.5	-9.6	-6.5	6.9	1.3	-11.2	-1.8
NC(=O)C1CCN(C(=O)c2cc3c(s2)CCCC3)CC1	-11.2	0.1	-2.0	-3.2	0.5	-2.9	3.5	0.0	2.5	2.8
Cc1ccc(-c2csc(NCCn3c(-c4ccncc4)nc4cc(C(F)(F)F)ccc43)n2)cc1	5.4	4.8	0.0	0.6	-2.4	-12.4	7.4	-1.0	-7.5	5.2
CCOC(=O)C1CCCN(C(=O)CSc2nc(C)cc(C)n2)C1 (stereo unspecified)	5.0	-0.7	-3.0	-6.6	4.7	-4.1	-9.2	0.1	-4.4	1.4
CCOC(=O)C1NC(=O)CC1c1ccccc1 (stereo unspecified)	4.9	-14.1	-7.1	-3.1	7.0	-7.6	-2.9	0.6	1.1	3.2
Cc1noc(C)c1NC(=O)Nc1ccc2c(c1)C(=O)N([C@H](C)CO)C[C@H](C)[C@@H](CN(C)C(=O)Nc1ccc3c(c1)OCO3)O2	3.9	9.2	2.3	-0.9	3.5	5.1	12.7	0.1	-9.0	-2.6
CN(C)c1ccc(CSc2ccccc2)cc1	6.9	-0.6	1.0	9.5	4.5	-0.5	-11.5	-0.2	3.9	7.5
COc1ccc2nc(SCC(=O)NCCc3ccccc3)[nH]c2c1	3.8	2.4	1.3	-4.5	-10.1	-15.0	2.0	-0.9	-2.0	0.6
Cc1ccc(C(=O)NNC(=O)CCOc2cccc(C)c2)cc1	-15.4	-7.8	-4.5	7.0	2.2	-0.2	2.3	-2.8	7.5	1.1
Cn1c(=O)c(C(=O)NC2CCCCCCC2)c(O)c2ccccc21	9.3	2.7	3.3	7.2	0.0	-3.4	14.1	-0.5	-4.4	2.5
CN1CCN(C2CN(Cc3cn(Cc4ccccc4F)nn3)S(=O)(=O)C2)CC1 (stereo unspecified)	9.4	4.5	-1.3	3.5	4.7	-0.7	-13.6	-0.9	x	-0.2

Looked up one by one from the entries so far, 3 records:
SMILES	ARFGAP1 inhibitor	mABHD4 FP	SMARCA2 activ	NR1D1 modulator	GC-A act	GC-B act	ASAP1 GAP inh	PG9 binder	HTRA1 inhibitor	rCAG RNA binder
COc1ccc2nc(SCC(=O)NCCc3ccccc3)[nH]c2c1	3.8	2.4	1.3	-4.5	-10.1	-15.0	2.0	-0.9	-2.0	0.6
CCOC(=O)C1CCCN(C(=O)CSc2nc(C)cc(C)n2)C1 (stereo unspecified)	5.0	-0.7	-3.0	-6.6	4.7	-4.1	-9.2	0.1	-4.4	1.4
CN1CCN(C2CN(Cc3cn(Cc4ccccc4F)nn3)S(=O)(=O)C2)CC1 (stereo unspecified)	9.4	4.5	-1.3	3.5	4.7	-0.7	-13.6	-0.9	x	-0.2

Another view of some results above:
Value order – ARFGAP1 inhibitor, mABHD4 FP, SMARCA2 activ, NR1D1 modulator, GC-A act, GC-B act, ASAP1 GAP inh, PG9 binder, HTRA1 inhibitor, rCAG RNA binder
Cc1noc(C)c1NC(=O)Nc1ccc2c(c1)C(=O)N([C@H](C)CO)C[C@H](C)[C@@H](CN(C)C(=O)Nc1ccc3c(c1)OCO3)O2
 : 3.9, 9.2, 2.3, -0.9, 3.5, 5.1, 12.7, 0.1, -9.0, -2.6
CN(C)c1ccc(CSc2ccccc2)cc1
 : 6.9, -0.6, 1.0, 9.5, 4.5, -0.5, -11.5, -0.2, 3.9, 7.5

Assay outcomes deposited in PubChem by several laboratories.
